From PubChem BioAssay
Yeast life ext – compounds extending yeast replicative lifespan, primary screen, S. cerevisiae, OD615; S. cerevisiae growth with nicotinamide; deaD strain in restrictive glucose medium; inhibition of the nicotinamide effect, % at 10 µM; 130,000 tested, 0.68% active;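 active means inhibition above a set limit, placed 3 SD over the median of all compounds, cut at about 26% in these data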;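 further: 0% = nicotinamide-treated wells and 100% = cells grown without nicotinamide; some compounds called inactive have numbers as strong as hits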
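assay system = DeaD-strain S. cerevisiae | measured by = absorbance at 615 nm | probe or stimulus = nicotinamide 1.5 mM | buffer or medium = CSMM-D glucose medium, restrictive | times = 48 h at 30 °C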
GALR2 blocker – GALR2 antagonists in receptor-expressing cells, primary screen. antagonist mode. inhibition, % at 4 µM. 140,000 tested, 0.39% active; in the data active means inhibition above about 27%;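 further: cells stimulated with galanin 1-16 at roughly its EC80; 0% = agonist challenge control and 100% = basal control without agonist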
Target sequence (O43603 whole entry, looked up): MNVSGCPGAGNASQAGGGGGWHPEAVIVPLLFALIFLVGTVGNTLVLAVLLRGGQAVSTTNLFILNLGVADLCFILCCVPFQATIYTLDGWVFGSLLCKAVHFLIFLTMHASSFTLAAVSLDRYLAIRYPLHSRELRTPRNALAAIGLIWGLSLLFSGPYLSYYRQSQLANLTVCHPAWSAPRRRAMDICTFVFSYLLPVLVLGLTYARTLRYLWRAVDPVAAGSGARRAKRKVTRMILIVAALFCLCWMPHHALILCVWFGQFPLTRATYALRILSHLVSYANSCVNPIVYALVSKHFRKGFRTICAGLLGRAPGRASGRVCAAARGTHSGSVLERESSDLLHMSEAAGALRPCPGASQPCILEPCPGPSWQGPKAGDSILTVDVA
NPY Y2 blocker – NPY-Y2 receptor antagonists, primary screen, cell-based. 140,000 tested, 0.99% active. NPY-Y2 expressing cells, antagonist mode. inhibition, % at 2.7 µM; in the data active means inhibition above about 17%;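 further: 0% = vehicle with agonist challenge and 100% = reference antagonist with challenge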
Target sequence (P49146 whole entry, looked up): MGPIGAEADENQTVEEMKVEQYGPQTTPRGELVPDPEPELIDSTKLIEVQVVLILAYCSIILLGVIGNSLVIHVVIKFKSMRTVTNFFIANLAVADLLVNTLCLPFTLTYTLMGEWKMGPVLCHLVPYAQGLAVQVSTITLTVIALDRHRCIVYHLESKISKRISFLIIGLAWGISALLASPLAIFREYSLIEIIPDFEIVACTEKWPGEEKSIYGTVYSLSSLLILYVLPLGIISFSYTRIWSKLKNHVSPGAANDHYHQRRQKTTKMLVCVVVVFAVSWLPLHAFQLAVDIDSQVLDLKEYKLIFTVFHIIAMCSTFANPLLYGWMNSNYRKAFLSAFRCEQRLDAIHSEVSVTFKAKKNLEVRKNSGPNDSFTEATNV
E-sel TNF inh – E-selectin induction blockers in HUVEC – imaging, immunofluorescence, high content, primary screen; 120,000 tested, 0.71% active; inhibition, % at 2 µM; HUVEC TNFa-induced E-selectin immunofluorescence;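 active means inhibition above the batch mean plus 3 SD, and confirmed as a hit on visual image review, cut at about 43% in these data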;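 further: 0% = TNF-stimulated DMSO wells and 100% = unstimulated control wells; not every result past the cut was called active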
MRP1 act – H69AR viability gain despite doxorubicin, primary screen, MRP-1 activator project, H69AR cells, CellTiter-Glo; viability rescue; viability increase, % at 10 µM; 140,000 tested, 0.61% active; AID 799, 2007;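 active means viability gain under doxorubicin at or above a set limit, the compound median plus 3 SD, cut at about 4.7% in these data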;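 further: MRP-1 overexpressing cells given doxorubicin 25 µM after compound pretreatment; 18-22 h compound pretreatment then 72 h with doxorubicin before readout; 0% = doxorubicin-only wells and 100% = vehicle-treated cells without doxorubicin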
Phagocytosis inh – inhibitors of macrophage phagocytosis, primary screen, imaging, J774A.1 cells, IgG beads | J774A.1 macrophage IgG-bead phagocytosis | AID 1029, 2008 | inhibition, % at 5 µM | 110,000 tested, 0.07% active;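 active means inhibition above the mean of the plate negative controls plus 5 SD, cut at about 13% in these data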;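 further: phagocytic index as fraction of beads internalized from green versus red external bead signal; plate controls were DMSO negative control for no effect and cytochalasin-D positive control for full effect; some results beyond the cut were filed as inactive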
bCat KO growth – primary screen for growth suppressors in beta-catenin knockout HCT116 cells (colon tumor, human) | 140,000 tested, 1.5% active | HCT116 beta-catenin knockout viability, CellTiter-Glo, 60 h; stronger effect = lower value | viability, % at 10 µM;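 active means viability at or under a set limit, the compound median less 4 SD, cut at about 6% in these data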;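 further: 0% = Hyamine 1622 control at 20 µM and 100% = untreated cell control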
BB579 growth dn – growth inhibitors of yeast BB579 in restrictive medium, primary screen, yeast lifespan-shortening project, S. cerevisiae | OD615, 48 h | inhibition, % at 10 µM | 140,000 tested, 0.51% active | AID 804, 2007;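 active means inhibition above a set limit, 3 SD over the mean compound inhibition, cut at about 44% in these data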; further: inactives centre near -24
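Test system: DeaD yeast strain BB579 / Buffer or medium: restrictive glucose-based CSMM-D medium / Doses: single 10 µM dose / Schedule: 4 h cell preincubation, 48 h compound exposure, 30 °C humidified / Technique: culture absorbance at 615 nm / Controls: amphotericin B positive control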
Measles CPE – compounds protecting cells from measles virus cytopathic effect, primary screen, measles RdRp inhibitor project, single point, MLSMR library, absorbance. Measles virus-infected cells, CPE protection. protection (pct of control), % at 4 µM. 140,000 tested, 1.5% active. AID 841, 2007; in the data active means protection mostly above about 24%, no sharp cut-off; inactive means mostly below about 26%; further: some compounds called inactive have numbers as strong as hits
HCT116 PTEN-null – growth suppression of PTEN-null HCT116, primary screen, cell-based, CellTiter-Glo; viability, % at 10 µM; HCT116 PTEN-null viability, 60 h; stronger effect = lower value; AID 827, 2007; 140,000 tested, 1.2% active;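 active means viability at or below a set limit, 4 SD under the median of all tested compounds, cut at about 3.7% in these data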;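 further: PTEN knockout HCT116 line with beta catenin targeted HCT116 as companion control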
Numbers without * were called inactive; nt = not tested or not shown; [ ] = another dose, or the depositor's remark.

SMILES	Yeast life ext	GALR2 blocker	NPY Y2 blocker	E-sel TNF inh	MRP1 act	Phagocytosis inh	bCat KO growth	BB579 growth dn	Measles CPE	HCT116 PTEN-null
CCCc1ccc(-c2cc(NC(=O)CSc3nnc(N)s3)n(-c3ccccc3)n2)cc1	-7	-2	6	33	3.2	-10	84	-29	5	61
O=C1OCCC1Sc1nnc(-c2ccccc2Cl)n1Cc1ccccc1 (centres undefined)	-4	-4	2	-3	0.0	-3	102	6	9	99
CN1CCC(C2(O)c3ccccc3CCc3ccccc32)CC1	-2	-4	6	-10	-2.0	0	86	-17	14	94
O=C(Nc1ccc2nsnc2c1)c1cccs1	-24	5	-2	-6	-4.1	-2	77	-29	14	71
N#Cc1c(C(F)(F)F)cc(-c2ccco2)nc1SCc1ccccn1	-13	16	4	-18	-2.4	-1	83	-7	6	76
Cc1ccc(-n2[nH]c(C)c(C=NC34CN5CN(CN(C5)C3)C4)c2=O)cc1C	0	3	1	10	-3.3	-1	60	-27	16	68
CCOc1ccc(-c2cc(C(=O)NCC3CCCO3)c3ccccc3n2)cc1 (centres undefined)	-4	25	10	nt	-1.2	-4	66	-8	8	71
CCOC(=O)c1ccc(NC(=O)CSc2nnc(CNC(=O)c3ccccc3F)o2)cc1	-8	-14	1	23	0.1	nt	96	-74	3	110
CCC(C)(C(=O)NC1CCCC1)N(Cc1cccs1)C(=O)Cc1cccs1 (centres undefined)	-4	-6	38*	9	-4.6	nt	70	17	4	66
COc1ccc(CNCc2cc3c(C(C)(C)C)nn(-c4ccccc4)c3[nH]c2=O)cc1	-7	-2	3	16	-6.2	-2	0.5*	-20	47	0.6*
CN1CCN(CC(=O)N2c3ccccc3C(=O)Nc3cccnc32)CC1	4	4	0	nt	-0.5	nt	99	-22	11	96
CCc1nn2cc(C(=O)c3ccccc3O)cnc2c1-c1ccc(F)cc1	-3	-5	2	nt	3.1	-4	74	-6	12	70
N#CCCn1ccc(NC(=O)c2ccc(Cl)cc2)n1	-16	3	0	-22	-0.3	0	97	5	9	103
Cc1sc2nc(SCC(=O)N3CCCC3)[nH]c(=O)c2c1C	-5	-1	0	-12	-1.8	2	84	1	27	81
Cc1cc(C)n(CC(O)CN(c2ccccc2)S(=O)(=O)c2ccccc2)n1 (centres undefined)	-6	-6	1	40	-1.6	nt	106	-10	18	106
CCCn1c(SCC(=O)NC(C)(C)C)nnc1C(C)C	-6	6	2	-4	0.2	2	99	-65	12	109
CCc1ccc(NC(=O)CCn2cccc2)cc1	-18	-7	4	47	-0.2	0	94	-26	20	96
CCC(C)C(=O)Nc1nnc(-c2cccs2)s1 (centres undefined)	-20	6	0	-15	-2.3	-1	103	-36	4	100
N#Cc1sc2nc3c(cc2c1N)CCCC3	-5	2	8	0	-0.2	0	93	-13	23	93
COc1ccccc1C(=O)NNC(=O)c1cccc(F)c1	-7	13	1	nt	1.4	0	87	-12	22	92
CCN(CC)C(=O)CSc1nnc(-c2ccc(O)cc2)n1CC1CCCO1 (centres undefined)	1	-11	-1	nt	-2.9	1	95	-33	5	97
Cc1ccccc1OCCNc1ccc(C(F)(F)F)cc1[N+](=O)[O-]	-22	12	16	38	3.4	nt	65	-51	8	71
COc1cc2c(cc1NC(=O)c1cc(-c3ccccn3)nc3ccccc13)oc1ccccc12	-4	3	3	nt	-4.1	-3	6.1*	-42	9	5
CCOC(=O)c1c(NC(=O)OC)sc(C(=O)N(CC)CC)c1C	-8	-5	4	5	0.8	-1	99	-38	4	96
S=C1NNC2(NN1)C1CC3CC(C1)CC2C3	nt	7	7	-18	-0.5	nt	94	-5	21	112
Next entries.
SMILES	Yeast life ext	GALR2 blocker	NPY Y2 blocker	E-sel TNF inh	MRP1 act	Phagocytosis inh	bCat KO growth	BB579 growth dn	Measles CPE	HCT116 PTEN-null
Cc1cc([N+](=O)[O-])ccc1NC(=S)NC(=O)C(c1ccccc1)c1ccccc1	-10	-24	-2	-2	3.1	0	87	-15	3	79
CCOC(=O)c1ccc(NC(=O)C(C)NS(=O)(=O)c2ccc(OC)cc2)cc1 (centres undefined)	-11	10	0	-19	-1.4	-1	97	-38	6	105
Cn1c2ccccc2c2c(C(=O)N3CCN(c4ccccn4)CC3)cn(C3CCCC3)c(=O)c21	-6	-7	-2	14	-4.5	-1	77	-13	7	94
CC(=O)NCCOc1cccc2cccnc12	0	-3	0	nt	-1.0	-1	93	-57	12	111
COc1ccc(OCC(=O)Sc2ccc(C)cc2)cc1	-12	0	3	-4	-1.2	nt	97	-75	4	101
S=C(NC1CCCCC1)N(CCc1ccccc1)CCc1ccccc1	4	2	12	-9	-1.1	71*[artifact]	75	-29	8	67
Clc1ccc(-c2cc(COc3ccccc3)no2)cc1Cl	-22	-11	8	7	2.9	nt	106	-19	7	102
Cc1cc(=O)c2ccccc2n1CC(=O)NCc1ccccc1	6	1	6	nt	-0.1	0	84	-48	7	78
COc1ccc(-c2cc3ccccc3n2CC(O)CN2CCN(CCO)CC2)cc1 (centres undefined)	-7	-1	1	-10	-3.5	2	81	-42	9	86
COc1cccc(-c2nc(CS(=O)(=O)CC(=O)NCc3ccc(Cl)cc3)c(C)o2)c1	-5	2	7	nt	-3.8	0	77	-12	15	75
CCOC(=O)C1=C(C)Nc2[nH]c(=O)[nH]c(=O)c2C1c1cccs1 (centres undefined)	-2	-3	-1	-21	-1.1	nt	97	1	16	100
O=C(O)c1csc(Br)c1Br	0	-13	6	nt	0.6	4	96	-29	2	95
O=C(Nc1cc(C(F)(F)F)ccc1Cl)C(Sc1cccc[n+]1[O-])c1ccccc1 (centres undefined)	-8	-16	2	-16	-2.7	-1	89	93*	6	81
C/C(=N\NS(=O)(=O)c1ccc(Br)cc1)c1cccs1	-6	-2	3	30	0.4	0	40	-1	4	51
Cc1ccc(NC(=O)COC(=O)Cn2c(C)csc2=O)cc1C	-4	13	1	-15	-1.5	0	107	-3	10	104
CC(Oc1ccccc1)C(=O)Nc1ccc(S(=O)(=O)NCC2CCCO2)cc1 (centres undefined)	-15	6	0	12	-0.4	0	84	-6	18	82
O=C(NCCC1=CCCCC1)C1CCN(S(=O)(=O)c2cccc3cccnc23)CC1	-7	1	3	nt	-0.1	0	81	-40	11	81
O=C(NCc1ccccc1)c1cccc(S(=O)(=O)NCc2ccccc2)c1	2	4	2	21	1.1	-9	89	-11	14	99
COc1cc(S(=O)(=O)N2CCN(C)CC2)ccc1Cl	nt	-7	1	14	-1.6	nt	95	5	2	86
O=C(CCN1C(=O)/C(=C/c2ccccc2)SC1=S)NNC(=O)c1cccnc1	-1	-13	1	9	6.6*	nt	88	-34	23	96
CCCOc1ccc(Oc2cc(C)nc(SC)n2)nn1	-5	6	0	-13	-2.1	nt	100	-47	12	85
CCSc1nnc(NC(=O)c2ccc3c(c2)OCO3)s1	-30	-3	1	-32	0.8	-1	96	-36	7	105
CCc1ccccc1NC(=O)N1CCC(NC(=O)C(Cc2ccc(OC)c(OC)c2)NC(C)=O)CC1 (centres undefined)	-11	4	1	-4	-2.9	0	94	7	15	95
N/C(CN1CCCC1=O)=N\OC(=O)c1ccccc1Cl	-4	0	1	nt	-0.3	-1	98	-1	2	103
Cc1oc(-c2ccccc2)cc1C(=O)NC(Cc1c[nH]c2ccccc12)C(=O)O (centres undefined)	-1	11	5	3	-0.7	-10	99	16	17	101
New compounds follow.
SMILES	Yeast life ext	GALR2 blocker	NPY Y2 blocker	E-sel TNF inh	MRP1 act	Phagocytosis inh	bCat KO growth	BB579 growth dn	Measles CPE	HCT116 PTEN-null
N#CC1=C(N)SC(N)=C(C#N)C1c1cccc(O)c1	-17	8	2	17	5.1*	nt	95	-5	1	89
Cc1ccc(-n2c(SCC(=O)N3CCOCC3)nnc2-c2cccnc2)cc1	-26	0	-1	-3	-1.9	-2	103	3	5	95
CCCCOc1ccc(/C=C/C(=O)Nc2ccc([N+](=O)[O-])cc2C)cc1	5	-4	-2	nt	5.8*	-1	89	-7	10	88
O=C(OCCN1C(=O)c2cccc3c(N4CCOCC4)ccc(c23)C1=O)c1ccccc1Cl	0	33*	24*	nt	-2.8	1	5.3*	-32	3	5
COc1cc(C2C(C#N)=C(N)Oc3c2oc(CO)cc3=O)ccc1OC(C)C (centres undefined)	-5	-16	-1	nt	-0.2	0	84	18	5	92
Cc1nn(-c2ccccc2)c(Cl)c1C1C(C#N)=C(N)OC2=C1C(=O)CC(C)(C)C2 (centres undefined)	-13	-6	2	-29	-2.0	nt	74	-49	6	74
CCO/N=C(/C)c1c(O)c(C)c(-c2ccccc2)n(-c2ccccc2)c1=O	nt	-8	5	-10	0.3	nt	101	-5	16	105
COCn1c(-c2ccc(OC)c(OC)c2)nc2ccccc21	-27	-3	1	-56	-2.1	-1	86	-44	20	90
Cc1ccc(NC(=O)NCc2ccc3c(c2)OCO3)cc1	-1	-9	1	3	-1.5	nt	96	-11	15	101
Cc1ccc(-c2noc(CNc3ccccc3)n2)cc1	nt	-7	0	3	-0.6	nt	100	-29	18	120
Cc1nn(Cc2ccccc2)c(C)c1C(=O)NCCN1C(=O)S/C(=C\c2ccc(F)cc2)C1=O	0	10	3	nt	-1.6	nt	90	-33	10	97
O=C(O)c1ccc(N(c2ccccc2)c2ccccc2)cc1	nt	-6	14	2	-0.7	nt	100	44*	18	89
CCn1c(O)c(N=NC(=O)CNC(=O)/C=C/c2ccco2)c2ccccc21	-10	7	1	8	-2.6	1	97	-26	15	105
Cc1cc(NC(=O)COc2nnc(-c3ccccc3)c3ccccc23)no1	-7	-4	5	nt	-0.6	2	104	-18	15	103
CC(C)Nc1nc2n(c(=O)n1)CCN2C(C)C	3	-1	-1	-3	-0.8	3	96	-34	3	99
COc1cc2c(cc1OC)C(C)N(C(C)=O)CC2 (centres undefined)	nt	-4	4	21	-2.6	nt	88	-21	7	97
C[C@@]12CC(=O)NC1N(C(=O)c1ccccc1)C(c1ccccc1OC(=O)c1ccccc1)C2 (some centres undefined)	-7	1	-1	-3	-0.5	0	89	-16	4	98
O=C(C1CC1)N1CCN(C(c2ccccc2)c2ccccc2)CC1	-8	-15	1	14	1.0	nt	103	-15	15	99
CCOC(=O)N1CCN(C(=O)CN(c2cccc(C(F)(F)F)c2)S(=O)(=O)c2ccccc2)CC1	-25	1	4	1	-3.0	0	107	3	12	93
